TrxR1 inh = blocks rat thioredoxin reductase 1; recombinant rTrxR1, NADPH fluorescence consumption, selenite substrate; AID 588453; Potency, µM (series often up to 114 µM), for the others: at the top dose activity change, negative = inhibition, actives largely listed as inhibitors; hit rate 1% among 390,000; O89049; note: potency is the fitted concentration of half-maximal effect; % is set by controls: 0 for no effect and ±100 for the full control effect; nearly all actives have a fitted effect of over 65% in size
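Rat TrxR1 (90 nM in the dispensed reagent) was pre-reduced with 400 uM NADPH for 5 min at room temperature, then incubated with compound for 15 min. After 400 uM selenite was added, NADPH fluorescence (Ex 340/Em 450 nm) was followed for 8 min.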
PI4K2A block = blocks human PI4K2A kinase activity; activity change, negative = inhibition, % at 76.9 µM; Q9BTU6; hit rate 0.13% among 420,000; purified PI4K2A, ADP-Glo luminescence, 1 h; hits give low values; in the data active = activity change below about -50%; inconclusive = mostly about -30% to -49%;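 note: -100% = wells without enzyme as full effect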
Target sequence (Q9BTU6 whole entry, looked up): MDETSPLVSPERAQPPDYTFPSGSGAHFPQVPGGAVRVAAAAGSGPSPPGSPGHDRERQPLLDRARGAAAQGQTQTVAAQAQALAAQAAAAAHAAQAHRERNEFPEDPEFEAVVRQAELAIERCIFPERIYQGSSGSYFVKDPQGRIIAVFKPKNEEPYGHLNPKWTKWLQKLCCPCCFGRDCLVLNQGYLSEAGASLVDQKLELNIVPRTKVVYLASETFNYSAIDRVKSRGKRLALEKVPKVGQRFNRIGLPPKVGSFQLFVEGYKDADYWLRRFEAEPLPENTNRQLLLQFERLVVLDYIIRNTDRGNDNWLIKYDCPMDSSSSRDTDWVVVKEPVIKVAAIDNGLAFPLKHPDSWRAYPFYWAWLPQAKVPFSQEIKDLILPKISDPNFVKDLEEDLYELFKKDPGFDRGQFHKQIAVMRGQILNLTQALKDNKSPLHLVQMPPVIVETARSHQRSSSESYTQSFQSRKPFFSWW
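ADP-Glo luminescence measured ADP generated by PI4K2A enzyme (4 ug/mL before mixing) with 1.2 mM PI substrate (pre-mix) and 300 microM ATP (pre-mix). Tris pH7.5 buffer with MgCl2, Triton X-100; 1 h reaction at ambient temperature.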
TrxR1 substrate = substrates of rat thioredoxin reductase 1; purified TrxR1 substrate turnover, NADPH consumption readout; Potency, µM (doses to about 114 µM), for inactives: top-dose activity change, negative = substrate turnover; hit rate 0.01% among 390,000; AID 588456; note: potency is the fitted concentration of half-maximal effect; % is set by controls: 0 for no effect and ±100 for the full control effect; nearly all actives have a fitted effect of over 50% in size
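Rat TrxR1, dispensed at 90 nM, was prereduced with 400 uM NADPH (final) for 5 min at ~22 deg C, then incubated with compound 15 min before 400 uM selenite. A first-read NADPH fluorescence drop versus no-compound background flagged substrates.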
USP1 inh = blocks the human USP1/UAF1 deubiquitinase complex | O94782 | recombinant USP1/UAF1, Ub-Rhodamine cleavage fluorescence | Potency, µM (series often up to 57.1 µM), without a hit: top-dose activity change, negative = inhibition, most hits filed as inhibitors | hit rate 0.23% among 390,000 | AID 743255; note: potency is the fitted concentration of half-maximal effect; % is set by controls: 0 for no effect and ±100 for the full control effect; nearly all actives have a fitted effect of over 60% in size; inactives centre near -12
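High-throughput fluorogenic screen: 1nM USP1/UAF1 complex, Ub-Rho substrate 150nM final, 50mM HEPES pH 7.8 with 0.5mM EDTA, 0.1 mg/ml BSA, 1mM TCEP and 0.01% Tween-20.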
Pin1 inh = inhibitors of human Pin1. Potency, µM (doses to about 115 µM), without a hit: at the top dose activity, negative = inhibition, actives largely listed as inhibitors. AID 504891. hit rate 0.009% among 390,000. Pin1 FP peptide displacement, HiFluor488, 10 min. Q13526; active = well fitted inhibition curve with a large enough effect in the polarisation, with a control signal flat, not every such curve was filed as active; inconclusive = small, poorly fitted or top-dose-only effect, or effect the other way, or a change in a side signal; inactive = no such curve, though single readings can be large or run the other way; the % refers to the polarisation; note: potency is the fitted concentration of half-maximal effect; % is set by controls: 0 for no effect and ±100 for the full control effect
Target sequence (Q13526 whole entry, looked up): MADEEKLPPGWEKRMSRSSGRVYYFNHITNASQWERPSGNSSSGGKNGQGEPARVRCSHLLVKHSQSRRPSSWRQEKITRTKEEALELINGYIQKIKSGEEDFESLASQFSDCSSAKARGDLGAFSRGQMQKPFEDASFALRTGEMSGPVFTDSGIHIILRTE
IDH1 R132H inh = human IDH1 R132H inhibition. AID 602179. hit rate 0.093% among 390,000. IDH1-R132H enzyme, NADPH consumption, diaphorase/resazurin fluorescence. O75874. Potency, µM (doses to about 76.6 µM), for inactives: at the top dose activity change, negative = inhibition, hits mostly inhibitors; note: potency is the fitted concentration of half-maximal effect; % is set by controls: 0 for no effect and ±100 for the full control effect; nearly all actives have a fitted effect of over 65% in size
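IDH1-R132H (0.5 ug/mL) preincubated 30 min with compound, then NADPH (0.016 mM) and alpha-KG (2 mM) added; 80 min at RT, pH 7.5. Remaining NADPH coupled via diaphorase/resazurin to fluorescence (540/590 nm); concentration-response curves normalized to no-enzyme control.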
HP1b chromo inh = HP1-beta chromodomain-methylated histone interaction inhibition; P83916; AlphaScreen HP1-beta / biotin-H3K9me3 peptide binding; Potency, µM (series often up to 114 µM), for the others: at the highest dose activity change, negative = inhibition, hits mostly inhibitors; hit rate 0.56% among 390,000; note: potency is the fitted concentration of half-maximal effect; nearly all actives have a fitted effect of over 70% in size; inactives centre near 23
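Compound inhibition of the preformed complex between 50 nM HP1-beta and 50 nM biotinylated H3K9me3 peptide was read by AlphaScreen. Buffer was PBS pH 7.4 with 0.01% Tween-20. Incubations ran 30 min at room temperature, with 10 ug/mL donor/acceptor beads.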
Tb PGK inh = blocks T. brucei phosphoglycerate kinase; hit rate 0.043% among 380,000; Potency, µM (titrated, usually from 57.5 µM), without a hit: top-dose activity change, negative = inhibition, usual class: inhibitors; PGK/GAPDH coupled, Kinase-Glo luminescence, 60 min; note: potency is the fitted concentration of half-maximal effect; % is set by controls: 0 for no effect and ±100 for the full control effect; nearly all actives have a fitted effect of over 60% in size
Target sequence (P07378 whole entry, looked up): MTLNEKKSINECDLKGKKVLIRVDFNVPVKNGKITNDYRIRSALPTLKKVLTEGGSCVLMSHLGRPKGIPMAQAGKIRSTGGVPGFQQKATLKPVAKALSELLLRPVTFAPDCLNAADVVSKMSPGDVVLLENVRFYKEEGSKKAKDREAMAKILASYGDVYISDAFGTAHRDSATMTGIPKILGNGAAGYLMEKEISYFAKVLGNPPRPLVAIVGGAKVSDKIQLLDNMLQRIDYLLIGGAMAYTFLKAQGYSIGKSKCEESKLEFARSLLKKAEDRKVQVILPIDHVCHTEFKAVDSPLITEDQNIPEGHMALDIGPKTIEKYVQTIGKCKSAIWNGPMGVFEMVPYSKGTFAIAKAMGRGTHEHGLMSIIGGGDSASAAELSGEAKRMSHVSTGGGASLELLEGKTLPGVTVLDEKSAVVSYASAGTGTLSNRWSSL
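Recombinant glycosomal PGK reaction used 1,3-bisphosphoglycerate generated in-well by GAPDH (100nM final) in 100mM TEA pH 7.6, 5mM MgCl2, 0.01% Tween-20. After 60 minutes at room temperature, ATP was read by Kinase-Glo Plus luminescence end-point.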
GLS inhibitor = inhibitors of human glutaminase (GLS). Potency, µM (top dose mostly 45.5 µM), for the others: at the highest dose activity change, negative = inhibition, actives largely listed as inhibitors. O94925. hit rate 0.21% among 410,000. GLS enzymatic activity, qHTS titration; note: potency is the fitted concentration of half-maximal effect; % is set by controls: 0 for no effect and ±100 for the full control effect
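Enzyme dispensed in phosphate buffer (45 mM, pH 8.2, 0.02% Tween-20), compounds pinned in, then 1 mM L-glutamine solution and the glutamate oxidase–HRP–Amplex Red mix added; fluorescence read immediately and again after 30 min at room temperature.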
An asterisk follows results filed as active; i = inactive; ? = inconclusive; / = no result given; & = joins results of further samples; [ ] = dose if it differs, or a comment. Unless noted, calls come from the whole dose curve; as a rule, active = well fitted curve in the direction sought with a large enough effect; inconclusive = small, poorly fitted or top-dose-only effect, or another doubt; inactive = no such curve, though single readings can be large; an effect the other way counts as inactive or inconclusive. These rows are one share of the data; count on the stated rates, not on these rows.

#	compound	USP1 inh	IDH1 R132H inh	HP1b chromo inh	TrxR1 substrate	Pin1 inh	Tb PGK inh	TrxR1 inh	PI4K2A block	GLS inhibitor
1	O=C(O)c1ccc(CNCc2cccc(Cl)c2Cl)cc1	-15.8%	6.7%	62.1%[activator]	-1.1%	-0.5%	-6.3%	21.0%[57.1 µM]	-1.1	4.2%
2	NS(=O)(=O)c1ccc(N=Nc2c(O)ccc3ccccc23)cc1	-18.0%	6.4%	-11.7%	-3.0%	?	-1.6%	17.5%[57.1 µM]	-12.6	-10.5%
3	CCc1ccc(N2CC(C(=O)OCC(=O)Nc3ccc([N+](=O)[O-])cc3)CC2=O)cc1 (centres undefined)	-20.6%	5.5%	4.1%	-18.5%	6.1%	i	-9.8%	-4.7	-9.4%
4	Cc1ccc2c(=O)cc(C(=O)Nc3c(C(=O)c4ccccc4)oc4ccccc34)oc2c1	-10.7%	17.1%	53.7%[activator]	12.3%	-0.5%	-1.0%	23.4%	-4.4	1.4%
5	Cc1cc(Cl)c(S(=O)(=O)N(C)C)cc1OCC(N)=O	-14.1%	-4.3%	28.5%	-2.7%	1.8%	-8.3%	-3.2%	2.9	4.5%
6	Cc1cccc(-c2nc(CSCC(=O)NCCc3ccc(Cl)cc3)c(C)o2)c1	-10.3%	0.0%	20.0%	-2.7%	-3.3%	-2.4%	24.5%	-1.8	-0.2%
7	Cc1ccc(Nc2nc3ccccc3[nH]2)nc1	-14.6%	-3.0%	5.1%	9.9%[57.1 µM]	-2.1%	3.5%	18.6%[57.1 µM]	-0.4	53.7%[activator]
8	Cc1nc2sccn2c(=O)c1S(=O)(=O)Nc1ccc(N2CCN(S(C)(=O)=O)CC2)cc1	-6.9%&-7.9%	3.4%&-4.4%	8.9%&13.1%	-7.2%&-17.5%	-0.4%&-1.7%	5.6%	14.3%[57.1 µM]	-3.1&-6.8	-11.5%&46.1%
9	CCCC(=O)N1CC(=O)Nc2ccc(Br)cc2C1c1ccc(F)cc1 (centres undefined)	-2.2%	4.7%	22.9%	-6.1%[57.1 µM]	-3.9%	-2.6%	-0.4%	3.4	6.5%
10	NC(=O)C1(N2CCCCC2)CCN(C(=O)Nc2ccc(F)cc2)CC1	6.3%	1.7%	37.9%	1.0%	-2.6%	-9.2%	17.6%	-7.7	-1.9%
11	O=c1cc(NS(=O)(=O)c2ccccc2)nc(SCc2ccc(Cl)cc2)[nH]1	-20.1%	1.8%	34.5%	-4.0%	3.2%	-10.4%	-6.9%	-6.9	3.2%
12	CC(=O)Nc1ccc(C2Nc3ccccc3C(=O)N2C2CCCCC2)cc1 (centres undefined)	-24.8%	3.7%	22.6%	136.8%[activator]	-7.5%	-0.3%	5.5%	4.7	/
13	Cc1nc2ccc(Cl)cn2c1C(=O)NN	-15.0%	0.7%	32.5%	-4.2%	1.1%	-3.1%	4.4%	-0.6	0.0%
14	CSc1ccc(/C=C/C(=O)N2CCCN(C)CC2)cc1	-5.9%	1.5%	-11.1%	61.6%	-1.8%	0.2%	6.7%[57.1 µM]	1.0	1.1%
15	COc1ccc(-c2cn3nc(SCC(=O)NC4CCCCC4)ccc3n2)cc1	-5.5%	22.4%	15.7%[57 µM]	118.0%[activator]	7.5%	-3.1%	61.6%[activator]	-1.8	-0.2%
16	CCN1C(=S)N[C@@H](c2ccccc2)C(C(=O)OC)=C1C	-19.6%	-9.7%	35.6%	-3.7%	3.5%	i	0.5%	-5.6	1.7%
17	CCOc1ncccc1C(=O)Nc1ccccc1N1CCOCC1	-6.8%	4.6%	27.1%	2.7%[57.1 µM]	0.2%	-3.5%	13.0%[57.1 µM]	8.5	-6.3%
18	COc1ccc2[nH]c3c(=O)n(CCc4ccccc4)cnc3c2c1	-21.4%	-3.4%	19.7%	12.4%	-1.7%	-4.3%	25.7%	-7.8	-3.9%
19	O=C(Oc1c(CN2CCOCC2)cc(Cl)c2cccnc12)c1ccc(F)cc1	-24.0%	11.5%	-2.1%	-6.0%	-3.7%	-3.6%	-10.9%	-4.9	-8.3%
20	COc1ccc(N(C)S(=O)(=O)c2cccc(C(=O)Nc3ccc(-n4cnnn4)cc3)c2)cc1	-20.7%	3.3%	63.9%[activator]	-0.7%	22.8%	-0.2%	9.5%	0.4	-1.1%
21	O=[N+]([O-])c1cc(C(F)(F)F)ccc1-n1nnc2ccccc21	-4.8%	0.0%	-5.9%	-12.1%	0.2%	5.3%	-6.0%	0.6	11.9%
22	CCOc1ccc(CNC23CN4CN(CN(C4)C2)C3)cc1	12.5%	-2.0%	33.2%	3.5%	-2.4%	-5.5%	14.5%	1.2	14.5%
23	O=C(N=Nc1c(O)[nH]c2ccccc12)Nc1ccccc1	-15.8%	5.7%	17.2%	-7.5%	-6.9%	-1.6%	-4.3%	-2.7	-9.9%
24	Cc1ccc(Nc2nnc(SCC(=O)c3ccc(O)cc3O)s2)cc1	-16.0%	13.8%	-8.9%	-7.5%	-7.9%	2.0%	-2.3%	2.5	24.6%
25	CCc1ccc2c(c1)NC(c1ccc(F)cc1)=NC(c1ccncc1)=N2	0.3%	7.0%	1.4%	-3.7%	1.0%	-1.2%	-3.1%	2.4	-2.9%
26	CN(CC(=O)O)S(=O)(=O)c1ccc2c(c1)NC(=O)CC(=O)N2	-17.9%	8.1%	25.9%	1.1%[57.1 µM]	-1.5%	6.8%	6.2%[57.1 µM]	-1.6	17.3%
27	COC(=O)c1cc2sc(Cl)cc2n1Cc1nc(-c2ccc(OC)cc2)oc1C	-13.4%	4.0%	33.0%	-2.5%	1.2%	i	1.5%	2.5	-1.2%
28	Cc1nn(-c2ccccc2)c(C)c1/C=N/n1cnnc1	-0.7%	4.4%	37.7%[activator]	13.8%	-6.3%	3.7%	23.2%[57.1 µM]	3.7	-0.8%
29	COc1ccccc1N1CCN(CCCCNC(=O)c2ccc3ccccc3c2)CC1	-25.0%	9.9%	37.3%	-0.9%[57.1 µM]	8.0%	0.9%	2.9%[57.1 µM]	-4.5&-1.0	18.3%
30	Cc1ccc(CNC(=O)CSCc2cccc(F)c2)cc1	-5.4%	3.1%	-6.5%	-7.2%	1.3%	-2.2%	11.5%[57.1 µM]	3.4	?
31	C=CCn1c(CSCc2ccc(Cl)cc2Cl)nnc1SCC(=O)Nc1ccc(C(=O)O)cc1	-7.3%	9.1%	27.6%	5.4%	-5.1%	-8.5%	20.8%	-4.4	3.0%
32	O=[N+]([O-])c1ccc(-c2nn(-c3ccccc3)cc2/C=N/n2c(-c3ccncc3)n[nH]c2=S)cc1	-6.1%	-5.6%	23.8%	-0.7%	10.2%	-9.9%	13.8%	-2.1	-2.5%
33	Fc1ccc(-c2ccc(CNCCSc3nnnn3-c3ccccc3)o2)cc1	-18.9%	-8.0%	-14.9%	1.8%	26.1%	0.7%	-19.5%	0.5	6.5%
34	O=C(NN=C1C2CC3CC1CC(Cl)(C3)C2)c1cccs1	-8.7%	4.2%	23.9%	5.3%[57.1 µM]	-1.8%	-6.1%	15.6%[57.1 µM]	-25.4	0.4%
35	O=C(c1ccc2c(=O)n3c(nc2c1)CCCCC3)N1CCN(c2ccc(F)cc2)CC1	-12.8%	-3.0%	-11.3%	-3.1%	-6.1%	i	1.9%	-4.6	-18.2%
36	Cc1ccccc1NC(=O)c1cnn(-c2ccccc2)c1NC(=O)c1ccco1	-12.0%	-3.6%	23.9%	-6.2%	-6.0%	-2.7%	15.0%	-1.4	-3.2%
37	CCNC(=O)c1ccc2nc(CCc3ccccc3)oc2c1	-11.9%	-13.6%	25.0%[57 µM]	6.4%[57.1 µM]	-7.0%	6.2%	15.5%[57.1 µM]	3.2	-4.7%
38	O=C(/C=C/c1c[nH]c2ccccc12)c1ccccc1	-25.2%	9.7%	60.7%[activator]	-8.2%	26.2%	-1.7%	-28.1%	3.2	3.2%

Retrieved by compound from above (5):
#	compound	USP1 inh	IDH1 R132H inh	HP1b chromo inh	TrxR1 substrate	Pin1 inh	Tb PGK inh	TrxR1 inh	PI4K2A block	GLS inhibitor
34	O=C(NN=C1C2CC3CC1CC(Cl)(C3)C2)c1cccs1	-8.7%	4.2%	23.9%	5.3%[57.1 µM]	-1.8%	-6.1%	15.6%[57.1 µM]	-25.4	0.4%
33	Fc1ccc(-c2ccc(CNCCSc3nnnn3-c3ccccc3)o2)cc1	-18.9%	-8.0%	-14.9%	1.8%	26.1%	0.7%	-19.5%	0.5	6.5%
32	O=[N+]([O-])c1ccc(-c2nn(-c3ccccc3)cc2/C=N/n2c(-c3ccncc3)n[nH]c2=S)cc1	-6.1%	-5.6%	23.8%	-0.7%	10.2%	-9.9%	13.8%	-2.1	-2.5%
27	COC(=O)c1cc2sc(Cl)cc2n1Cc1nc(-c2ccc(OC)cc2)oc1C	-13.4%	4.0%	33.0%	-2.5%	1.2%	i	1.5%	2.5	-1.2%
28	Cc1nn(-c2ccccc2)c(C)c1/C=N/n1cnnc1	-0.7%	4.4%	37.7%[activator]	13.8%	-6.3%	3.7%	23.2%[57.1 µM]	3.7	-0.8%

Compound activity (PubChem)
